D1 antagonist – blocks dopamine activation of the human D1 receptor | P21728 | HEK293 TREx D1 cells, calcium flux, dopamine EC80; stronger effect = lower value | activity change, negative = inhibition, % at 10 µM | 360,000 compounds, 3.2% hits | AID 504652; in the data active means activity change below about -30%; further: on the % scale 0 is the no-effect control and ±100 the full control effect
Target sequence (P21728 whole entry, looked up): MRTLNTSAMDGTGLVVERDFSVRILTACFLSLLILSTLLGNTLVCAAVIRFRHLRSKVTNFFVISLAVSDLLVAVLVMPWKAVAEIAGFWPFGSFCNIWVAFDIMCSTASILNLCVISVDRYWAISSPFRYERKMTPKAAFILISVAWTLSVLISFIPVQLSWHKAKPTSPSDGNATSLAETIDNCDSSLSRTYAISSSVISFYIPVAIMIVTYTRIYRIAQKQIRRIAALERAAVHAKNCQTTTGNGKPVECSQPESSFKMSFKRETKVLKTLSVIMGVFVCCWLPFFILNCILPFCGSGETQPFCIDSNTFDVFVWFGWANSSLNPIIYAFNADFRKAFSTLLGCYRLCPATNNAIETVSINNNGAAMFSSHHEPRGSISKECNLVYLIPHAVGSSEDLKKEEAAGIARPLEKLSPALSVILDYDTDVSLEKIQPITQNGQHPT
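Antagonism measured as reduced calcium response to an EC80 dopamine addition following 180 s compound pre-read; cells were inducible HEK293 Trex D1 plated overnight at 30 C, read kinetically at 1 cycle/sec.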
RXFP1 antagonist – blocks the human relaxin receptor RXFP1. activity change, negative = inhibition, % at 57.5 µM. AID 1259400. 350,000 compounds, 0.59% hits. HEK293-RXFP1, relaxin-stimulated cAMP HTRF, 30 min; stronger effect = lower value. Q9HBX9;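 active means activity change of -60% or lower, but not beyond a set lower limit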; further: on the % scale 0 is the no-effect control and ±100 the full control effect
D2 PAM – D2 dopamine receptor (human) potentiation | P14416 | HEK293 T-REx D2, calcium flux, EC20 dopamine potentiation | potentiation, % at 10 µM | 340,000 compounds, 0.34% hits | AID 485347;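 active means potentiation over 3 SD above the plate norm, cut at about 30% in these data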; further: 0% is about no effect
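Calcium flux readout, no-wash dye, 1 read/s. Inducible HEK293 Trex D2 line, overnight 30 C. Compound alone 180 s (agonist flags), then EC20 dopamine, another 180 s to score potentiation.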
D2 antag – D2 dopamine receptor (human) antagonism; AID 485344; HEK293 TREx D2 cells, calcium flux, dopamine EC80; P14416; 340,000 compounds, 2% hits; inhibition, % at 10 µM; in the data active means inhibition above about 30%; further: 0% is about no effect
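Compounds are added to dye-loaded, induced HEK293 T-REx cells coupled to calcium release via D2; after a 3 min kinetic read an EC80 dopamine stimulus is given and fluorescence is recorded for 3 more min.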
D1 PAM – enhances dopamine response at the human D1 receptor. potentiation, % at 10 µM. HEK293 TREx D1 cells, calcium flux, dopamine EC20 potentiation. 360,000 compounds, 0.036% hits. P21728. AID 504651; in the data active means potentiation above about 30%; further: 0% is about no effect
D2 agonist – agonists of human D2 dopamine receptor; HEK293 T-REx D2 cells, calcium flux agonist mode; activation, % at 2 µM; 340,000 compounds, 0.53% hits;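 active means activation over 3 SD above normal in the single-dose calcium agonist read, cut at about 30% in these data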; further: 0% is about no effect
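Calcium-flux readout, 1 cycle/sec over 180 s following compound pin transfer, in inducible HEK293 Trex D2 cells (force-coupled); dopamine controls included. Positive calcium responses during this window marked compounds as potential agonists.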
TRHR enhancer – allosterically enhances the human TRH receptor | TRHR cells, fluo-8 calcium fluorescence, EC20 TRH enhancement | enhancement, % at 2 µM | 360,000 compounds, 0.66% hits; in the data active means enhancement above about 30%; further: 0% is about no effect
Target sequence (P34981 whole entry, looked up): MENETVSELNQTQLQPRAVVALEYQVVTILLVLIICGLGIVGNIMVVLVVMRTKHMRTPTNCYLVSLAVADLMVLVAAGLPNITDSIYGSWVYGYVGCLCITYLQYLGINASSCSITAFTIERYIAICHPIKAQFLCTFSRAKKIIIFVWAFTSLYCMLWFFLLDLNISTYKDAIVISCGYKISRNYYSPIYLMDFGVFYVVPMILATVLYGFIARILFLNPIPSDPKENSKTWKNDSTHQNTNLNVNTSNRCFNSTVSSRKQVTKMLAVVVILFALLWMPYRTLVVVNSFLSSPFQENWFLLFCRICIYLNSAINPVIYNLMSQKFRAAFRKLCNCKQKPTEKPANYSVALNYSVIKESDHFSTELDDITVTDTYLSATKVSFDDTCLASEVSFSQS
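Enhancer read-out: after compound pinning and an initial kinetic agonist-mode read, an EC20 of TRH (10 nM final) was injected and fluo-8 calcium signal (Ex 480/Em 530) followed at 1 s/cycle for 100 cycles in TRHR-expressing cells.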
D1 ag – activates the human D1 dopamine receptor. HEK293 T-REx D1 cells, calcium flux, agonist mode. activation, % at 2 µM. 360,000 compounds, 1% hits. AID 504660. P21728; further: 0% is about no effect
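Inducible HEK293 T-REx D1 cells, force-coupled to calcium signalling, were plated at 4000 cells/well with tetracycline and held overnight at 30 C. After no-wash calcium dye loading, compound-evoked calcium rise over 180 s flagged agonists.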
TRHR agonist – activates the human TRH receptor | P34981 | TRHR cells, calcium flux fluo-8, FDSS agonist mode | activation, % at 2 µM | 360,000 compounds, 0.18% hits; further: 0% is about no effect
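In this calcium-flux screen, cells bearing human TRHR are dye-loaded with fluo-8, baselined for 10 cycles, then exposed to library compounds; positive kinetic calcium responses during the agonist phase mark hits, with TRH as control.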
* marks the source's active call; other numbers are inactive results; . = no result given; & = joins results of further samples. Unless noted, no stated cut-off is given here; in the data, active means activation above about 30%; inactive means the rest.

SMILES	D1 antagonist	RXFP1 antagonist	D2 PAM	D2 antag	D1 PAM	D2 agonist	TRHR enhancer	D1 ag	TRHR agonist
Cc1cc(NC(=O)c2ccc3nc(C)sc3c2)no1	0.9	-2.2	13.7	15.0	5.3	0.0	0.3	2.2	0.1
Cc1onc(-c2ccccc2)c1C(=O)NCc1cccs1	18.2	6.1	-6.1	12.1	-5.3	-1.6	-2.3	2.9	-0.3
O=C(COc1cccc(F)c1)Oc1ccc(C(=O)c2ccccc2)cc1	5.4	-2.4	-1.8	1.4	-5.5	0.5	13.1	3.6	-0.3
Cc1ccc(S(=O)(=O)c2cn(CC(=O)Nc3ccc(F)cc3)c3cc4c(cc3c2=O)OCO4)cc1	-1.6	.	-23.9	.	-2.9	0.8	0.0	1.3	1.1
Cc1ccc(NC(=O)CN(c2ccccc2F)S(C)(=O)=O)cc1	-10.9	0.2	2.7	11.5	1.6	0.1	1.8	0.7	-0.2
CC1CCN(S(=O)(=O)N2CCC(C(=O)NCc3cccnc3)CC2)CC1	0.3	-3.7	1.9	-19.9	0.5	1.5	1.4	0.3	0.0
CCOC(=O)c1cccc(NC(=O)CCc2c(C)nc3c4cccnc4nn3c2C)c1	-3.2	-5.8	3.2	.	-2.5	-0.1	7.3	0.6	-0.5
Nc1cc(N)c(OCC(F)(F)F)cc1OCC(F)(F)F	3.7	6.9	9.1	-17.9	-4.0	2.0	7.9	2.1	13.5
Cc1cc(NC(=O)CCNS(=O)(=O)c2cc(Br)cnc2N)ccc1Br	-3.5	4.7	.	.	-0.1	.	2.5	2.0	0.1
CN(C)c1ccc(NC(=O)c2ccncc2)c2ccccc12	-3.2	-6.8	.	3.7	-7.7	-0.5	-6.2	5.1	-0.2
Cc1ccc(S(=O)(=O)Cc2ccc(C(=O)N3CCN(c4cccc(C)c4C)CC3)o2)cc1	-4.8&-0.6	-8.2&-25.4	-1.5&-3.1	15.6	-7.6&-5.3	0.6&-0.8	-1.2&-7.4	5.4&2.9	-0.8&-0.5
Cc1cc(C)nc(NC2=NCC(=O)N2c2ccc3c(c2)OCCO3)n1	-83.9*	-4.1	0.0	-26.9	-2.5	0.6	3.6	-0.5	0.0
CCC(C)c1c(O)nc(SCc2ccccc2)[nH]c1=O (stereo not drawn)	2.2	-21.0	-12.5	1.2	-3.4	0.9	-3.7	8.7	1.4
Brc1ccc2c(c1)C(c1cccs1)=NNC(c1cccnc1)=N2	-5.1	-9.1	1.8	7.5	-6.7	0.4	-8.1	1.9	-0.3
O=C(CCC(=O)N(CC(=O)NC1CCCCC1)c1ccc2c(c1)OCCO2)Nc1ccccn1	-13.9	.	14.4	-12.0	-1.6	0.1	11.5	0.3	0.5
CC(/C=C/c1ccccc1)=N\NC(=O)c1cc(C)[nH]n1	11.5	-9.1	-3.2	5.8	-3.8	-0.1	17.1	1.4	0.4
CCC(C)NS(=O)(=O)c1ccc(NC(=O)Cc2ccc(OC)cc2)cc1 (stereo not drawn)	4.9	-4.4	28.4	0.0	0.0	1.5	12.8	24.1	3.0
CCOC(=O)C1CCN(C(=O)c2ccc3c(c2)sc2nc(-c4ccccc4)cn23)CC1	-4.8	-23.6	1.8	.	0.2	0.0	-3.5	1.0	-0.2
COc1cccc(NC(=S)NNC(=O)Cn2nc(C(F)(F)F)cc2C)c1	-18.6	4.0	-3.6	.	-4.2	.	10.9	0.9	-0.2
O=C(NCCS(=O)(=O)NCc1ccc(F)cc1)c1ccc2c(c1)OCO2	-0.7	-7.4	-8.5	-10.0	-5.4	0.0	5.8	0.9	-0.5
COc1ccc(Cl)cc1C(=O)NCC#N	-11.3	19.3	8.8	10.1	-2.2	0.0	-2.4	4.1	0.8
COc1ccc(C(=O)N/N=C(\C)Cn2nc([N+](=O)[O-])cc2C)cc1	-15.2	7.7	1.5	5.3	0.0	-0.4	-5.1	2.3	0.4
OCC1(CCOc2ccccc2)CCN(Cc2ccncc2)CC1	32.3	-4.5	15.2	-16.4	-5.2	0.7	-3.5	-0.1	0.0
COc1cccc(N2CCN(C(=O)c3cc4c(=O)n(Cc5cccs5)ccc4nc3C)CC2)c1	7.3	-8.1	22.8	.	1.3	-0.2	0.3	1.8	-0.1
O=C1NCCCC1C(=O)Nc1cccc(C(F)(F)F)c1 (stereo not drawn)	2.2	9.9	-5.4	22.3	1.6	-0.2	1.7	4.9	-0.1

The list goes on.
SMILES	D1 antagonist	RXFP1 antagonist	D2 PAM	D2 antag	D1 PAM	D2 agonist	TRHR enhancer	D1 ag	TRHR agonist
Cc1ccc(N2CC(C(=O)N(C)CC(=O)Nc3ccc(Cl)c(C(F)(F)F)c3)CC2=O)cc1 (stereo not drawn)	-5.1	-14.0	-5.4	0.6	-15.8	-0.1	-0.6	1.9	0.0
OC(CNCc1ccccc1)(c1ccccc1)c1ccccc1	4.8	-12.1	1.0	11.2	-4.7	-0.4	-2.7	0.9	-0.5
Cc1cc2c(=O)oc(-c3ccc(F)cc3)nc2s1	-6.9	-10.1	-1.4	-3.5	0.6	-0.2	2.5	12.2	0.4
COC(=O)c1sccc1S(=O)(=O)N(CC(=O)NCc1ccc(F)cc1)c1ccc(C)c(C)c1	0.7	-4.9	-3.4	.	-2.8	0.9	-3.2	-0.8	-0.3
Cc1cc(C)cc(NS(=O)(=O)c2ccc3c(c2)NC(=O)C(C)S3)c1 (stereo not drawn)	-0.5	-9.5	2.8	.	-3.6	1.2	-1.3	-1.5	0.0
O=C(Nc1cccnc1)c1cc(-c2cc(Cl)ccc2O)n[nH]1	3.5	5.3	-7.7	1.0	-1.2	-0.1	8.8	3.4	0.2
CCCNC(=O)N1CCC(C(=O)c2cccc(F)c2)CC1	7.7	4.8	0.7	-9.3	-1.8	-2.5	-4.1	2.1	0.1
O=C(NCCc1cccs1)C(c1ccccc1)c1ccccc1	-8.3	2.8	-4.8	12.3	6.0	1.0	-13.3	2.9	-0.8
CN1C(=O)N(C)C2C1N(C)S(=O)(=O)N2C (stereo not drawn)	-6.6	-0.4	2.6	-10.5	-1.5	-0.5	16.1	2.5	0.6
COc1cccc(CNC(=O)c2ccc(Cl)c(NC3=NC4CS(=O)(=O)CC4S3)c2)c1 (stereo not drawn)	-90.1*	11.5	1.1	3.1	3.1	-1.2	15.9	0.6	0.4
CCOc1ccc(S(=O)(=O)N2CCC(C(=O)N3CCN(C)CC3)CC2)cc1Cl	0.6	-8.1	-3.4	-35.0	1.7	-0.1	1.2	1.9	-0.1
OCCC1CN(Cc2nc3c(s2)CCCC3)CCN1Cc1ccsc1 (stereo not drawn)	3.2	-16.4	5.8	6.6	-3.4	1.1	-2.5	3.0	0.9
CN(C)CCCNCC(=O)NN(c1ccccc1)c1ccccc1	10.1	8.5	-2.8	15.2	3.9	-0.2	-2.4	2.5	-0.6
CCc1cc2c(cc3c(=O)n(CC(=O)NC4CCCCC4)nc(CC)n32)s1	-4.2	-3.7	-4.8	.	2.5	.	1.4	0.4	-0.2
CCCn1c2ccccc2c2cnn(CC(=O)NC(CCSC)C(=O)OC)c(=O)c21 (stereo not drawn)	5.9	-3.3	9.5	.	-3.8	-1.3	-2.4	-1.9	-1.0
S=C(NN=C1C2CC3CC(C2)CC1C3)Nc1ccccc1	1.2	-3.1	.	.	-3.1	.	2.2	2.6	-0.3
Cn1nc2c3ccccc3n(Cc3ccccc3)c2nc1=S	-23.7	9.3	-1.7	-17.5	1.6	-1.5	0.2	0.4	1.1
COC(=O)C1(Cc2ccc(O)c(CC3OC3(C)C)c2)OC(=O)C(O)=C1c1ccc(O)cc1 (stereo not drawn)	5.2	.	9.1	7.2	-3.9	-1.2	-0.5	2.6	0.0
C=CCOc1ccccc1CNc1ccc2[nH]c(=O)[nH]c2c1	-20.0	-28.1	-2.7	-5.5	-5.8	0.6	0.3	3.2	0.1
CCOc1cccc(NC(=O)c2ccc(S(=O)(=O)N(C)C)cc2)c1	-42.5*	.	-16.4	-1.0	-12.2	0.2	-5.3	3.9	-0.3
Cc1ccc(CN2C(=O)CN(C3CCC(C)CC3)C(=O)C2c2ccc(F)cc2)cc1 (stereo not drawn)	-19.4	9.0	10.8	.	-2.0	0.0	-0.5	-0.9	0.3
CC(C)c1nnc(NC(=O)c2nc(SCc3ccc(F)cc3)ncc2Cl)s1	-0.5	.	-3.1	.	0.9	-0.9	-3.6	0.3	-0.6
O=C(O)c1c2c(nc3ccccc13)/C(=C/c1ccc(O)cc1)CCC2	5.3	3.0	14.5	1.1	-4.0	0.3	-1.4	2.0	0.9
CC(C)CC(=O)c1c[nH]c(C(=O)NCc2cccs2)c1	.	3.9	13.1	.	-1.1	.	44.0*	-0.9	-0.7
CCCC(=O)Nc1nnc2n1CCS2	6.5	.	13.4	.	-2.5	0.1	-2.5	-0.7	0.3
Cc1oc(-c2cc(F)ccc2F)nc1CN1CCN(C)C(=O)[C@@H]1C	-5.9	-1.9	-13.8	22.0	-2.6	1.3	4.1	-0.2	0.1
O=C(Nc1cccc(S(=O)(=O)N2CCOCC2)c1)C1CC(=O)N(c2ccc3c(c2)OCCO3)C1 (stereo not drawn)	3.6	5.0	-8.5	-11.1	3.5	0.5	19.6	-0.5	0.0

Ordered by SMILES length (low to high): part of the list above
SMILES	D1 antagonist	RXFP1 antagonist	D2 PAM	D2 antag	D1 PAM	D2 agonist	TRHR enhancer	D1 ag	TRHR agonist
CCCC(=O)Nc1nnc2n1CCS2	6.5	.	13.4	.	-2.5	0.1	-2.5	-0.7	0.3
CN1C(=O)N(C)C2C1N(C)S(=O)(=O)N2C (stereo not drawn)	-6.6	-0.4	2.6	-10.5	-1.5	-0.5	16.1	2.5	0.6
CCCNC(=O)N1CCC(C(=O)c2cccc(F)c2)CC1	7.7	4.8	0.7	-9.3	-1.8	-2.5	-4.1	2.1	0.1
OCCC1CN(Cc2nc3c(s2)CCCC3)CCN1Cc1ccsc1 (stereo not drawn)	3.2	-16.4	5.8	6.6	-3.4	1.1	-2.5	3.0	0.9
C=CCOc1ccccc1CNc1ccc2[nH]c(=O)[nH]c2c1	-20.0	-28.1	-2.7	-5.5	-5.8	0.6	0.3	3.2	0.1
CC(C)c1nnc(NC(=O)c2nc(SCc3ccc(F)cc3)ncc2Cl)s1	-0.5	.	-3.1	.	0.9	-0.9	-3.6	0.3	-0.6
Cc1cc(C)cc(NS(=O)(=O)c2ccc3c(c2)NC(=O)C(C)S3)c1 (stereo not drawn)	-0.5	-9.5	2.8	.	-3.6	1.2	-1.3	-1.5	0.0
CCOc1ccc(S(=O)(=O)N2CCC(C(=O)N3CCN(C)CC3)CC2)cc1Cl	0.6	-8.1	-3.4	-35.0	1.7	-0.1	1.2	1.9	-0.1
COc1cccc(CNC(=O)c2ccc(Cl)c(NC3=NC4CS(=O)(=O)CC4S3)c2)c1 (stereo not drawn)	-90.1*	11.5	1.1	3.1	3.1	-1.2	15.9	0.6	0.4
COC(=O)C1(Cc2ccc(O)c(CC3OC3(C)C)c2)OC(=O)C(O)=C1c1ccc(O)cc1 (stereo not drawn)	5.2	.	9.1	7.2	-3.9	-1.2	-0.5	2.6	0.0
O=C(Nc1cccc(S(=O)(=O)N2CCOCC2)c1)C1CC(=O)N(c2ccc3c(c2)OCCO3)C1 (stereo not drawn)	3.6	5.0	-8.5	-11.1	3.5	0.5	19.6	-0.5	0.0
